# Bcl-W Bim block – human Bim-Bcl-W interaction inhibition; Q92843; bead-based flow cytometry, Bim peptide-Bcl-W binding; inhibition, % at 10 µM; 0.02% of 190,000 active; AID 952;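 note: 0% = bound tracer without compound and 100% = peptide blocker; higher means less fluorescent Bim peptide bound to Bcl-W beads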
# Target sequence (Q92843 whole entry, looked up): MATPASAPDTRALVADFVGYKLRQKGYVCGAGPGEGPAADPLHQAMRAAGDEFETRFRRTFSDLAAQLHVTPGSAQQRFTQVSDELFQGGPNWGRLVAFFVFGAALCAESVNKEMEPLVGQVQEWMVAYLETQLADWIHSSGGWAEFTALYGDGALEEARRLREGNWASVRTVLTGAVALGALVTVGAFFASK
# Bcl-2 Bim block – inhibitors of Bim-Bcl-2 interaction, human; 0.06% of 190,000 active; Bead-based flow cytometry, Bim peptide-Bcl-2 binding; inhibition, % at 10 µM; P10415; in the data active = inhibition above about 40%; inconclusive = no clear call, values can overlap the other calls;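 note: 0% = no compound wells with probe peptide and 100% = reference peptide inhibitor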
# Target sequence (P10415 whole entry, looked up): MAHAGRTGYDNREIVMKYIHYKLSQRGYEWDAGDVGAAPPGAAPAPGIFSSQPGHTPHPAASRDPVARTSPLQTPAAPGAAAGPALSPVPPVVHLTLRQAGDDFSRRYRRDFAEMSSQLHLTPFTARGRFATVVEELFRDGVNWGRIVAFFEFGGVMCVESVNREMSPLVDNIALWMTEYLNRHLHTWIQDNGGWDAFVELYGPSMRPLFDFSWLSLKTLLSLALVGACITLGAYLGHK
# RGS4-Gao reg – human RGS4-Galphao interaction regulation; P09471; Multiplexed bead flow cytometry, RGS4-Galphao binding; actives lie on both sides; binding response (% of control), % at 10 µM; 0.33% of 220,000 active; in the data active = binding response below about 49% or above about 150%; inactive = in between;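 note: fluorescent Galphao activated with aluminum fluoride binding bead-coupled RGS4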
# Bim-Mcl-1 – human Bim-Mcl-1 interaction inhibition. Q07820. Bead-based flow cytometry, Bim peptide-Mcl-1 binding. inhibition, % at 10 µM. 0.1% of 190,000 active. AID 1009;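 note: 0% = no compound tracer wells and 100% = peptide blocker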
# RGS8-Gao reg – human RGS8-Galphao interaction regulation; response (percent of control binding), % at 10 µM; 0.34% of 220,000 active; multiplexed bead flow cytometry, RGS8-Galphao binding; actives lie on both sides; P09471; AID 1423; in the data active = response below about 60% or above about 140%; inactive = in between;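 note: Galphao activated as the GDP aluminium fluoride complex binding bead-coupled RGS8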
# Bim-Bfl-1 – inhibitors of Bim-Bfl-1 interaction, human | Q16548 | Bead-based flow cytometry, Bim-Bfl-1 binding inhibition | inhibition, % at 10 µM | 0.12% of 190,000 active | AID 1008;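 note: 0% = wells without compound plus tracer and 100% = blocker peptide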
# RGS7-Gao reg – human RGS7-Galphao interaction regulation; 0.35% of 220,000 active; binding response (% of control), % at 10 µM; Multiplexed bead flow cytometry, RGS7-Galphao binding; actives lie on both sides; in the data active = binding response below about 49% or above about 150%; inconclusive = no clear call, values can overlap the other calls; inactive = in between;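 note: fluorescent Galphao held in activated GDP-AlF4 state binding bead-coupled RGS7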
# Bim-Bcl-B – human Bim-Bcl-B interaction inhibition. Q9HD36. bead-based flow cytometry, Bim peptide-Bcl-B binding. inhibition, % at 10 µM. 0.073% of 190,000 active;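 note: 0% = tracer peptide without compound and 100% = reference inhibitor peptide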
# Target sequence (Q9HD36 whole entry, looked up): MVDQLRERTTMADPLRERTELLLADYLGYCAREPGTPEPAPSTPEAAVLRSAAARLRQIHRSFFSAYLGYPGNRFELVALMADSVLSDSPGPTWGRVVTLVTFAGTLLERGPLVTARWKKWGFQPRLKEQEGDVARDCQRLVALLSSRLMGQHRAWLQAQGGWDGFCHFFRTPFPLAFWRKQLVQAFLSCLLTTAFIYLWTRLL
# ABCB1 inh – inhibitors of human ABCB1 transporter, ABCG2 counter-screen | P08183 | inhibition, % at 6.6 µM | CCRF-Adr cells, JC-1 efflux, flow cytometry | 0.067% of 190,000 active; in the data active = inhibition above about 40%;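 note: 0% = vehicle and 100% = reference inhibitor; higher value means more JC-1 retained so stronger ABCB1 efflux block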
# ABCG2 inh – human ABCG2 inhibition, ABCB1 as counter-screen; Q9UNQ0; IgMXP3 cells, JC-1 efflux, flow cytometry; inhibition, % at 6.6 µM; 0.1% of 190,000 active; AID 1325;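 active = inhibition above 80%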;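 note: 0% = DMSO and 100% = nicardipine control wells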
#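 Assay system – ABCG2 IgMXP3 and barcoded ABCB1 CCRF-Adr cell mix · Input – 3 million cells/mL in well · Reagent – JC-1 fluorescent substrate · Compound – single test compound dose, 6.6 µM final · Timing – 10 min exposure at 25 °C with rotation, no wash · Detection – flow cytometry of retained JC-1 fluorescence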
# Bim-Bcl-XL – human Bim-Bcl-XL interaction inhibition. Q07817. Bim peptide-Bcl-XL binding, bead flow cytometry, fluorescence. inhibition, % at 10 µM. 0.04% of 190,000 active. AID 1007
# Target sequence (Q07817 whole entry, looked up): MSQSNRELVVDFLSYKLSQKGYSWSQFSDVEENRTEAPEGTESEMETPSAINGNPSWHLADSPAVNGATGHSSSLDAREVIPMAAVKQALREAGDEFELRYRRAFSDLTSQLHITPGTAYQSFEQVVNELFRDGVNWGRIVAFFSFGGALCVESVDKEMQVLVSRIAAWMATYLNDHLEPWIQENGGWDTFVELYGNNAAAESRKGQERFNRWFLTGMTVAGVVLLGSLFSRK
# An asterisk follows results filed as active; ? = inconclusive; [ ] = another dose, or the depositor's remark. Cut-off read from the data, not from the text of the source, unless noted: active = inhibition above about 40%.
SMILES,Bcl-W Bim block,Bcl-2 Bim block,RGS4-Gao reg,Bim-Mcl-1,RGS8-Gao reg,Bim-Bfl-1,RGS7-Gao reg,Bim-Bcl-B,ABCB1 inh,ABCG2 inh,Bim-Bcl-XL
CCOc1ccc(C(=O)NCC(=O)N2CCC(C)CC2)cc1OCC,0,-4,100,-4,100,0,100,-3,0.3,4,-1
Cc1ccc(S(=O)(=O)N(CC(=O)N/N=C/c2cccc(Cl)c2)c2cccc3cccnc23)cc1,0,1,97,-1,101,0,96,-3,1.3,7,0
Cc1ccccc1Cn1ccc(NC(=O)c2nn3cccnc3c2Cl)n1,1,-3,105,0,102,-3,112,-2,0.2,1,2
O=C(Nc1ccc2c(c1)OCO2)c1c(F)c(F)c(F)c(F)c1F,1,-14,101,0,101,-18,101,-5,0.8,27,-6
Cn1cc(C(=O)N2CCN(C(=O)c3ccco3)CC2)c2c3ccccc3n(C)c2c1=O,-2,0,100,-3,101,0,97,0,0.7,4,0
COc1ccc(NC(=O)CCNC(C)=O)cc1NS(=O)(=O)c1ccc(F)cc1,-1,-7,100,0,102,-15,98,-8,1.5,9,-5
COc1c(Cl)cc(Cl)cc1/C=N/n1cnnc1,-1,0,99,-2,99,0,98,-1,0.3,17,-5
O=C(CN(C(=O)CSc1nc2ccccc2o1)c1cccc(F)c1)NC1CCCCC1,-11,-15,104,-4,106,-11,99,-10,2.5,25,-14
COCc1cc(=O)n2[nH]c(-c3ccsc3-n3c(C)ccc3C)cc2n1,-2,-7,101,-3,100,-14,103,-9,2.0,44,-9
O=C(C#Cc1ccccc1)c1ccc([N+](=O)[O-])cc1,1,-4,80,-3,83,20,97,-9,0.2,2,7
CCCCOc1ccc(/C=C2/Sc3ccccc3C2=O)cc1,-1,-1,93,-1,97,-1,94,0,0.1,-1,-1
CC(=O)c1ccc2c3c(cccc13)C(=O)N(CCc1ccccc1)C2=O,0,0,95,0,98,-2,98,-9,0.9,9,3
Cc1ccc(S(=O)(=O)CCC(=O)Nc2ccc(F)cc2)cc1,0,0,102,1,102,-3,?,-2,0.0,1,1
OCC1(CC2CCCCO2)CCN(Cc2nc3ccccc3[nH]2)CC1 (stereo unspecified),-4,-9,97,-7,98,-8,101,-7,0.3,1,-6
O=C(/C=C/c1ccc(Cl)cc1Cl)NCCN1CCOCC1,-2,-9,100,-2,102,-13,100,-6,0.5,7,-3
COC(=O)/C=C/C(=O)N1CCN(c2ccccc2C)CC1,-3,-9,98,-5,96,-11,98,-7,0.4,5,-5
O=C(NCc1ccc(Cl)cc1)C1CCN(S(=O)(=O)c2ccc(F)cc2)CC1,1,-2,100,-1,100,-6,?,-2,1.4,6,-2
C/C(CC(=O)c1ccccc1)=N\NC(=O)CC#N,-4,-6,101,0,102,-7,?,-2,0.4,3,-4
O=c1c(/C=N/N2CCOCC2)c(C(F)(F)F)[nH]n1-c1ccccc1,0,-2,98,1,101,-4,?,-3,0.1,8,-4
Cc1nnc(N/N=C/c2ccccc2O)n1N,0,0,95,-1,101,-4,97,-1,0.2,3,-2
CCOC(=O)c1c(C)[nH]c(C)c1C(=O)CSc1nnc(-c2ccc(OC(F)F)cc2)o1,-1,-5,102,-4,101,0,101,-6,0.6,17,-3
CCOc1ccccc1-c1nc(-c2ccncc2)no1,-3,-11,99,-3,101,-20,98,-12,0.1,46,-10
CC(=O)Nc1ccc(NC(=O)C2CC(=O)N(c3cccc(C)c3C)C2)cc1 (stereo unspecified),-1,-2,102,0,101,-15,98,-6,0.6,2,0
S=C(c1ccc(N2CCCC2)c(Br)c1)N1CCCCC1,-5,-5,100,-3,99,-9,?,-8,1.4,22,-4
COCCCNC(=O)c1ccc(Cn2c(=O)c3ccccc3n(Cc3cc(C)ccc3C)c2=O)cc1,1,-2,99,-1,96,0,94,0,2.1,2,0
COc1cc(C2NC(=O)NC(C)=C2C(=O)OC2CCCC(C)C2)ccc1O (stereo unspecified),-2,-1,95,-2,97,-1,94,0,0.7,2,-1
COc1ccc(OCC#CCN2CC(C)OC(C)C2)cc1 (stereo unspecified),3,-2,93,0,98,-4,94,-1,0.9,5,0
Cc1ccc(CCNC(=O)C2CCCN(S(=O)(=O)c3cccc4nsnc34)C2)cc1 (stereo unspecified),-2,-10,100,-1,103,-16,99,-10,0.4,1,-9
Cc1ccccc1N1CCN(S(=O)(=O)N(C)C)CC1,1,0,89,1,95,0,98,0,1.0,8,-1
CC(C)N(NC(=O)c1cccc2ccccc12)C(C)C,-2,-8,144,-1,151*[activator],-13,147,-6,0.2,0,-4
Cc1ccc(-n2c3c(c(=O)[nH]c2=O)C(NS(=O)(=O)c2ccc(C)cc2)(C(F)(F)F)C(=O)N3)cc1 (stereo unspecified),1,-5,100,0,102,-5,101,-6,1.3,-2,-2
N#Cc1cc(Sc2ccccn2)c([N+](=O)[O-])cc1C#N,3,0,99,1,98,6,93,-4,0.1,6,0
CCCC(C)c1nnc(NC(=O)c2cc(C(=O)OC)cc([N+](=O)[O-])c2)s1 (stereo unspecified),-3,-2,97,-1,91,0,129,-2,0.3,2,-1
CCc1ccc(NS(=O)(=O)c2ccc3[nH]cc(C(=O)N4CCCCC4)c(=O)c3c2)cc1,0,-2,100,0,99,-4,98,0,0.1,0,-5
COc1cc(C2CC(C(F)(F)F)n3ncc(C(=O)O)c3N2)cc(OC)c1OC (stereo unspecified),-1,-5,101,39,102,-13,102,7,0.6,22,-4
O=C(NC(=S)Nc1ccccn1)c1cncc(Br)c1,1,-8,102,1,103,-12,100,-4,1.1,8,0
Cc1ccc(-c2nn(-c3ccccc3)cc2C2CC(c3cccs3)=NN2C(=O)CCC(=O)O)cc1 (stereo unspecified),0,-9,103,-6,104,-18,103,-8,0.2,5,-11
Cc1nn(-c2ccccc2)c(N2CCCC2)c1/C=N/NC(=O)c1ccccc1O,1,0,111,0,106,2,107,-3,-0.1,1,-3
O=C(Cn1c(C(F)(F)F)nc2ccccc21)N/N=C/c1ccco1,-1,-2,109,-7,102,-2,104,-4,0.2,2,-1
CCCCNC(=O)CN(c1cccc(F)c1)S(C)(=O)=O,-1,0,100,0,101,0,95,1,0.3,1,-1
S=C(Nc1ccccc1Cl)N1CCC(c2ccccc2)C1 (stereo unspecified),-2,-4,105,-3,100,-5,106,-9,0.6,12,-6
COc1ccc(CCNC(=O)c2ccc(CS(=O)(=O)c3ccc(Cl)cc3)o2)cc1OC,0,2,104,0,100,0,98,1,1.3,5,0
O=C(NCc1cccnc1)C1CCN(S(=O)(=O)N2CCC3(CC2)OCCO3)CC1,-1,-1,101,-1,98,0,94,-3,0.1,0,0
O=C(CCN1CCCCC1)Nn1c(=S)[nH]c2ccccc2c1=O,-3,-2,98,-4,100,-3,101,-4,0.3,1,-4
O=C(OCc1cncs1)c1ccccc1Cl,0,-2,100,1,98,-4,100,-1,0.5,2,0
CCC/C(O)=C1\C(=O)CC(c2ccccc2)CC1=NC(C)C(=O)O (stereo unspecified),-4,0,88,-5,101,-7,96,-9,0.2,2,-8
COc1ccc(N=C2SC(CC(=O)Nc3ccc(OC)cc3OC)C(=O)N2C)cc1 (stereo unspecified),-2,-9,101,-3,101,-10,96,-11,1.5,10,-5
CCn1nc(CC(=O)Nc2nnc(CC(=O)N3CCCC3)s2)c2ccccc2c1=O,-2,-3,100,-1,100,-1,99,0,0.3,1,-4
O=C(NCc1ccco1)c1cccn2c(=O)c3cc4ccccc4cc3nc12,7,-2,83,3,98,1,89,0,5.2,9,2
O=C(Nc1cc(Cl)ccc1Oc1ccccc1)c1cnccn1,-4,-9,102,-1,104,-20,101,-9,0.0,13,-8
CCS(=O)(=O)N1CCC(C(=O)NCCc2ccc(OC)c(OC)c2)CC1,-2,-4,101,-3,101,-1,100,-2,0.0,0,-5
C(=N\c1nc2ccccc2n1CCN1CCCCC1)/c1ccc2c(c1)OCO2,-2,-5,100,-1,105,-5,97,-1,0.3,1,0
c1ccc2c(c1)oc1c(N3CCOCC3)ncnc12,-4,0,95,-1,98,0,101,-3,0.6,8,0
COc1ccc(-c2nc(CC(=O)O)cs2)cc1,-1,-12,100,-4,101,-17,98,-11,-0.9,0,-9
O=C(/C=C/c1ccc(Cl)c([N+](=O)[O-])c1)Nc1cccnc1,1,-6,99,1,101,-13,95,-6,0.3,37,-1
CCOC(=O)C1=C(C)NC(=O)NC1c1ccc(OC(=O)c2ccco2)c(OC)c1 (stereo unspecified),0,-2,97,3,99,0,99,-1,0.4,2,-2
Cc1ccc(NC(=O)c2c([N+](=O)[O-])c(C(C)(C)C)nn2C)c(C)c1,1,-3,100,1,100,1,99,1,2.6,22,0
COC(=O)c1cccc(C(=O)N2CCCC(C(=O)c3cc(F)ccc3F)C2)c1 (stereo unspecified),0,-2,96,0,101,-4,96,-2,0.3,1,0
Cc1ccc(S(=O)(=O)N/N=C\c2cc3c(cc2Br)OCO3)cc1,-5,-4,100,-1,101,-14,99,-7,-0.2,2,-5
CCOC(=O)C1=C(C)Nc2ncnn2C1c1cc(OC)ccc1OC (stereo unspecified),0,-9,98,-1,102,-12,97,-7,0.8,1,-2

# Other records.
SMILES,Bcl-W Bim block,Bcl-2 Bim block,RGS4-Gao reg,Bim-Mcl-1,RGS8-Gao reg,Bim-Bfl-1,RGS7-Gao reg,Bim-Bcl-B,ABCB1 inh,ABCG2 inh,Bim-Bcl-XL
CC1CCCCC12NC(=O)N(CC(=O)c1ccc[nH]1)C2=O (stereo unspecified),4,-9,95,-1,100,-11,100,-6,0.1,1,0
CCC(CC)=C(C#N)C(=O)NC1CCCCC1,-4,-2,105,-3,106,-2,108,-5,5.0,13,-8
CC(C)Oc1ccc(C(=O)NC(=S)Nc2ccc(CN3CCOCC3)cc2)cc1,-20,-9,93,-30,98,-6,102,-17,0.5,-2,-19
COc1ccc(CNC(=O)COC(=O)CCc2c[nH]c3ccccc23)cc1,-1,0,107,-1,109,3,106,1,1.5,4,-1
COc1ccc(N=C2SCC(=O)N2c2ccc(OC)cc2)cc1,0,-6,98,-3,100,-19,97,-8,-0.4,6,-7

# Of the compounds above, 2 have a thiophene ring, fused or not:
SMILES,Bcl-W Bim block,Bcl-2 Bim block,RGS4-Gao reg,Bim-Mcl-1,RGS8-Gao reg,Bim-Bfl-1,RGS7-Gao reg,Bim-Bcl-B,ABCB1 inh,ABCG2 inh,Bim-Bcl-XL
COCc1cc(=O)n2[nH]c(-c3ccsc3-n3c(C)ccc3C)cc2n1,-2,-7,101,-3,100,-14,103,-9,2.0,44,-9
Cc1ccc(-c2nn(-c3ccccc3)cc2C2CC(c3cccs3)=NN2C(=O)CCC(=O)O)cc1 (stereo unspecified),0,-9,103,-6,104,-18,103,-8,0.2,5,-11

# One compound at a time, from the list above.
# Profile of O=C(CCN1CCCCC1)Nn1c(=S)[nH]c2ccccc2c1=O = Bcl-W Bim block = -3; Bcl-2 Bim block = -2; RGS4-Gao reg = 98; Bim-Mcl-1 = -4; RGS8-Gao reg = 100; Bim-Bfl-1 = -3; RGS7-Gao reg = 101; Bim-Bcl-B = -4; ABCB1 inh = 0.3; ABCG2 inh = 1; Bim-Bcl-XL = -4
# Profile of O=C(NC(=S)Nc1ccccn1)c1cncc(Br)c1 = Bcl-W Bim block = 1; Bcl-2 Bim block = -8; RGS4-Gao reg = 102; Bim-Mcl-1 = 1; RGS8-Gao reg = 103; Bim-Bfl-1 = -12; RGS7-Gao reg = 100; Bim-Bcl-B = -4; ABCB1 inh = 1.1; ABCG2 inh = 8; Bim-Bcl-XL = 0

# Compound activity (PubChem)
